MITF inh: human MITF inhibition, primary screen | AID 1259374 | actives 0.91% (n = 650,000) | AlphaScreen MITF homodimerization, bead proximity signal | inhibition, % at 2.6 µM; in the data active = inhibition above about 50%;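 also: 0% = vehicle wells with protein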
FBW7 act: activators of human E3 ligase FBW7; normalized activity (activation), % at 26.1 µM; actives 0.13% (n = 650,000); AlphaScreen FBW7–phospho-cyclin E peptide binding, activator screen; Q969H0; AID 1259310; in the data active = normalized activity above about 1.9%;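 also: purified mutant Fbw7 with reduced substrate affinity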
Target sequence (Q969H0 whole entry, looked up): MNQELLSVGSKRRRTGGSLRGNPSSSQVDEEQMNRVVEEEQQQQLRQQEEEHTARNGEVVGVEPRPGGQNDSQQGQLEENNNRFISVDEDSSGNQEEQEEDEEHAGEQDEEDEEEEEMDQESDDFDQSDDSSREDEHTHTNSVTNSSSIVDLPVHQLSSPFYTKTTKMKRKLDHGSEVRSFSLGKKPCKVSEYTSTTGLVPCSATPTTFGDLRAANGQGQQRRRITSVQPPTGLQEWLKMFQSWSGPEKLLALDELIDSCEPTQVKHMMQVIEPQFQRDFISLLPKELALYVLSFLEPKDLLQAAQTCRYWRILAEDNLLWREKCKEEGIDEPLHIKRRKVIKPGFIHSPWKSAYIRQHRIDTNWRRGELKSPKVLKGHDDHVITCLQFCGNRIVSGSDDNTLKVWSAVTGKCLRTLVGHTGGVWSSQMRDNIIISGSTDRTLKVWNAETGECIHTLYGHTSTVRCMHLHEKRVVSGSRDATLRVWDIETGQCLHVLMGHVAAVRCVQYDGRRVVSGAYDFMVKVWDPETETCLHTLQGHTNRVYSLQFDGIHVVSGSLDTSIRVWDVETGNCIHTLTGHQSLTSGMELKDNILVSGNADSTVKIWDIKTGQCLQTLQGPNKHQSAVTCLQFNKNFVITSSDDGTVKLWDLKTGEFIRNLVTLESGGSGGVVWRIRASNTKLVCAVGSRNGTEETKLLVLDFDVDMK
GPR151 activ: activates the human receptor GPR151 | Q8TDV0 | PathHunter beta-arrestin GPR151 cells, luminescence | activation, % at 11.2 µM | actives 1% (n = 650,000); in the data active = activation above about 4.9%;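 also: 0% = median of compound wells and 100% = cells with positive control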
TEAD-YAP inh: TEAD-YAP interaction inhibition; HEK-TIYL cells, TEAD-Gal4/YAP UAS-luciferase luminescence; inhibition, % at 9.12 µM; actives 1.4% (n = 640,000); AID 1259422; in the data active = inhibition above about 32%;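 also: 0% = median of test compound wells and 100% = reference inhibitor wells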
The depositor's hits bear a star; . = not tested or not shown; & = joins results of further samples. An unsorted share of the library; about 3.5% have a hit in one of these screens.

Screens in order: MITF inh, FBW7 act, GPR151 activ, TEAD-YAP inh
> C=CCOC(=O)N1CCC(C(=O)NC(c2ccccn2)c2ccccc2C)CC1 (stereo not given)
    -6, 0.3, -0.3, 5
> CCCCC[C@H](O)/C=C/[C@H]1[C@H](O)CC(=O)[C@@H]1C/C=C\CCCC(=O)NC(CO)CO
    -9, ., -1.4, .
> O=C(c1cc2ccccc2o1)N1CCN(c2ccc([N+](=O)[O-])cc2Cl)CC1
    5, -0.4, -0.2, -5
> N=C1S/C(=C\c2ccc(OCc3ccccc3F)cc2)C(=O)N1c1ccc(F)cc1
    6, 0.1, 0.5, -2
> CCN(CC(=O)Nc1ccccc1C(=O)OC)S(=O)(=O)c1ccc(F)cc1
    14, 0.7, -1.4, -2
> COCCNCC(=O)Nc1ccccc1C(F)(F)F
    42, 0.0, 0.8, 2
> COc1cc(NC2=CC(=O)CC(C)(C)C2)cc(OC)c1
    7, 0.1, -1.5, -10
> N#CC1=C(N)N(c2c(F)cccc2F)C2=C(C(=O)CCC2)C1c1cccs1 (stereo not given)
    -8, 0.0, 0.6, -10
> Cc1cc(Cl)ccc1OC(C)C(=O)Nc1cc(C(=O)O)cc(C(=O)O)c1 (stereo not given)
    -16, -0.2, -2.0, -3
> O=C(Cn1nc(-c2ccc(F)cc2)ccc1=O)NCc1ccc2c(c1)OCO2
    5, -0.3, 2.8, 4
> CC1CN(CCC(=O)N2CCN(Cc3cccnc3)CC2)Cc2cc(Cl)ccc2O1 (stereo not given)
    -2, -0.1, -0.1, -7
> Cc1cccc(N=NC2=C(O)CC(C)(C)CC2=O)c1
    13, -0.1, 0.7, -47
> COc1ccccc1NC(=O)Cn1c(=O)c2ccccc2n(C)c1=O
    -6, -0.1, 2.2, -6
> COc1ccc(CNC(=O)c2cnn3c2NC(c2ccccc2)CC3C(F)(F)F)cc1 (stereo not given)
    -5, -0.1, 0.1, 2
> CSc1ccc(CCNC(=O)CCc2nnc3ccc(N4CCN(C)CC4)nn23)cc1
    -2, -0.2, 0.4, 1
> COc1ccc(Cl)cc1-n1c(=S)sc2c(=O)[nH]c(SCc3ccc(C)cc3)nc21
    -8, 0.0, -0.5, 1
> COc1ccc2c(c1OC)C(=O)OC2Nc1ncccc1C (stereo not given)
    14, 0.2, -1.2, -5
> COCC(C)NC(=O)c1cc(-c2ccc(F)cc2)on1 (stereo not given)
    6, 0.0, -0.7, -29
> COCC(C)N=C1NN=C(c2ccc(Br)s2)CS1 (stereo not given)
    8, 0.0, -1.3, -25
> COC(=O)NNS(=O)(=O)c1c(Cl)cc(Cl)cc1Cl
    13, 0.0, -1.0, -3
> CC1CCCN(S(=O)(=O)c2ccc(C(=O)Nc3nnc(-c4ccncc4)o3)cc2)C1 (stereo not given)
    -2, 0.1, -2.2, 0
> Cc1ccc2nc(-n3nc4ccccc4n3)nc(-c3ccccc3)c2c1
    13, 0.7, -0.4, 6
> CCNC(=O)CC1SC(=NC)N(C)C1=O (stereo not given)
    -1&-6, 0.0&-0.2, 1.7&0.1, 2&8
> CC(=O)/C(CCN(C)C)=N\O
    -2, 0.0, 0.2, 7
> Cc1ccc(-n2[nH]c(C)c(/C=N/NC(=O)c3cccc(Br)c3)c2=O)cc1
    15, 0.1, -0.1, -3
> CCOc1ccccc1NC(=O)CNS(=O)(=O)c1cccc2nonc12
    2, -0.2, -0.1, -1
> O=C(O)c1nonc1NCn1nnc2ccccc21
    12, 0.1, 1.0, 6
> O=C1CS/C(=N\c2ccccn2)N1c1ccccc1
    14, 0.3, -1.4, 3
> CC(=O)N1CCc2cc(S(=O)(=O)CCC(=O)O)ccc21
    6, -0.2, -0.1, 2
> O=C(Cc1csc(-n2cccc2)n1)NCc1ccccc1
    -1, 0.0, -0.8, -2
> Cc1ccccc1CSc1cn(CCNC(=O)c2ccc(F)cc2)c2ccccc12
    7, 0.0, 2.2, 2
> O=C(O)c1cccc([N+](=O)[O-])c1C(=O)Nc1nc2c(s1)CCCC2
    13, 0.1, 1.4, 7
> CCCn1c(CCC(=O)NCC(C)c2ccccc2)nc2cccnc21 (stereo not given)
    -1, 0.0, 0.7, 5
> O=C1c2ccccc2-c2onc3c(Cl)cc(NC4CCCCC4)c1c23
    5, -0.1, -1.0, 6
> Cc1ccccc1NC(=O)C(=O)N/N=C/c1ccc(F)cc1
    1, -0.1, 1.0, 3
> COc1ccccc1CCc1nnc(CCC(=O)NCCCC2CCCC2)o1
    8, 0.1, -0.5, -19
> CC(NC(=O)CCC1COc2ccccc2O1)c1ccccc1 (stereo not given)
    8, 0.0, 2.8, -7
> CCc1c(C(=O)Nc2ccc(C)c(F)c2)[nH]c(C)c1C(C)=O
    2, 0.0, 12*, -12
> O=C(Cn1c(-c2cccnc2)nc2ccccc21)NCc1ccc2c(c1)OCO2
    3, -0.1, 0.3, -4
> C=C(C)CNC(=S)NNC(=O)c1cccc(C)c1
    -8, -0.1, 1.9, -5

Structural class: those above with a thiophene ring, fused or not (2)
Screens in order: MITF inh, FBW7 act, GPR151 activ, TEAD-YAP inh
> N#CC1=C(N)N(c2c(F)cccc2F)C2=C(C(=O)CCC2)C1c1cccs1 (stereo not given)
    -8, 0.0, 0.6, -10
> COCC(C)N=C1NN=C(c2ccc(Br)s2)CS1 (stereo not given)
    8, 0.0, -1.3, -25

Continued:
Screens in order: MITF inh, FBW7 act, GPR151 activ, TEAD-YAP inh
> CN(C)S(=O)(=O)c1cccc(C(=O)OCC(=O)Nc2ccc3c(c2)OCCO3)c1
    7, 0.0, -0.9, 13
> COC(=O)c1ccc(NC(=O)CN(c2ccccc2F)S(=O)(=O)c2ccccc2)cc1
    6, 0.2, 0.1, 5
> O=S1(=O)N=CN(Cc2cccc(Cl)c2)c2ccccc21
    -192, -0.3, -1.7, 1
> CSc1nnc(CCNC(=O)c2ccc3c(c2)OCO3)n1C
    5, 0.0, 0.0, 2
> COc1cccc(C2=N/C(=C\c3ccccc3OC)C(=O)O2)c1
    -8, -0.1, 1.3, -1
> CN1CCN(S(=O)(=O)c2ccc(F)c(Cl)c2)CC1
    20, 0.2, -1.7, -6
> Cc1cc(C)n(CCC(=O)N2CCN(S(=O)(=O)c3ccc(Cl)cc3)CC2)n1
    3, 0.0, 0.7, 9
> O=C(CCCCCn1c(=S)[nH]c2cc3c(cc2c1=O)OCO3)N1CCC(O)(c2cccc(C(F)(F)F)c2)CC1
    -3, 0.0, 1.1, 5
> CCOC(=O)c1ccc(N2C(=O)c3ccc(C(=O)Oc4cccc([N+](=O)[O-])c4)cc3C2=O)cc1
    13, -0.1, -0.7, -2
> CN(C)CCNC(=O)Nc1ccc(Cl)cc1C#N
    -6, 0.0, 0.2, -8
> O=C(CSc1nnc2c(n1)[nH]c1ccccc12)NC12CC3CC(CC(C3)C1)C2
    -1, 0.0, 0.4, -1
> O=C(Oc1ccc(Cl)cc1)c1ccc(N2C(=O)CCC2=O)cc1
    7, 0.0, 1.4, -2
> CCCOc1ccc(-c2nc(Nc3ccc(Br)cc3)c3ccccc3n2)cc1
    2, 0.3, 1.8, -12
> C=CCOC(=O)C1=C(C)NC(C)=C(C(=O)OCC=C)C1/C=C/c1ccccc1
    -9, 0.0, 0.2, -13
> Cc1ccc(Nc2nc(Nc3ccc(C)cc3)nc(Sc3nc4ccccc4s3)n2)cc1
    6, 0.1, 2.3, -14
> CCOc1ccc(C=Nc2ccc3c(c2)nc(C)n3C)cc1
    0, -0.1, 0.2, 2
> OCCOC12CC3CC(CC(C3)C1)C2
    -5, 0.0, -0.2, 0
> O=S(=O)(c1cccc(-c2n[nH]c(=S)n2-c2ccc(F)cc2)c1)N1CCOCC1
    15, 0.2, 2.7, 1
> Cc1cccc(NC(=O)CCC2CCN(C(=O)CCN3CCCCC3=O)CC2)c1
    -9, -0.1, -0.3, -2
> O=S(=O)(c1ccccc1)N1CC=C(c2ccc(Cl)cc2)CC1
    -1, -0.1, 1.8, -7
> Cn1c2c(c(=O)n(C)c1=O)C(c1ccccc1)C1=C(CC(C)(C)CC1=O)N2 (stereo not given)
    10, -0.1, 3.2, 10
> Cc1ccccc1-c1nc(CN2CCCC(C(=O)NCCN3CCCC3)C2)c(C)o1 (stereo not given)
    7, 0.3, 0.7, -8
> Cc1cc(OCC(=O)Nc2ccc(-c3nc4cc(Cl)ccc4o3)cc2)cc(C)c1Cl
    19, 0.1, 0.6, 0
> CCCCc1ccc(C(=O)Nn2cnc3ccccc3c2=O)cc1
    -1, -0.1, 0.7, -30
> COc1ccc(-c2nc3cc(NC(=S)NC(=O)c4cc5ccccc5o4)ccc3o2)cc1
    -3, -0.1, 0.0, -16
> CC1(C2CCN(Cc3c(F)cccc3Cl)CC2)NC(=O)NC1=O (stereo not given)
    5, -0.2, 0.6, -6
> Cc1ccc(NC(=S)NC(=O)c2ccccc2[N+](=O)[O-])c(O)c1
    -30, 0.0, -1.5, -23
> CC(=O)c1ccc(OC(=O)CCn2c(=O)sc3ccccc32)cc1
    -6, -0.3, -1.0, 5
> C/C=C/c1ccc(Oc2nnnn2-c2ccccc2)c(OC)c1
    5, 0.8, 0.0, -3
> O=C1CCC(C(=O)NCC2Cc3cc(F)cc(-c4cccnc4)c3O2)=NN1 (stereo not given)
    -2, -0.1, -0.6, 10
> Cc1ccc(C)c(NC(=O)COc2ccc(C(C)C)cc2)c1
    -4, -0.1, 0.8, 0
> CCOC(=O)C1CCN(C(=O)c2cc(OCC)c(OCC)c(OCC)c2)CC1
    9, 1.0, 0.0, 7
> CCOC(=O)c1c(C)n(-c2ccccc2)c2ccc(OC(=O)C3CC3)cc12
    1, -0.1, 1.0, -8
> CC(=O)N(Cc1ccco1)c1nc(-c2ccc(Cl)cc2)cs1
    -9, 0.5, -0.7, -6
> CCNC(=O)[C@H]1O[C@@H](n2cnc3c(N)nc(NCCc4ccc(CCC(=O)O)cc4)nc32)[C@@H](O)C1O (stereo not given in full)
    1, 0.0, 0.3, .
> COc1nn(C)cc1C(=O)Nc1cccc(-c2cn3c(n2)SCC3)c1
    0, -0.2, -0.6, -14
> O=C(NCC[C@@H]1C[C@@H]2C=C[C@H]1C2)c1ccc(OC2CCN(C(=O)C3CC3)CC2)cc1
    23, 0.0, 1.1, -8
> C=CCN1C(=O)/C(=C/c2cc(Br)ccc2OCC(=O)O)SC1=S
    9, -0.5, -0.7, 2
> O=C(c1ccc(F)c(F)c1)N1CCc2c([nH]c3ccccc23)C1c1ccc(Cl)cc1 (stereo not given)
    -3, 0.1, -0.4, 5
> Cc1cc(C)n(-c2nc(C)c(C)c(=O)n2CC(=O)NCc2ccccc2Cl)n1
    5, 0.0, -1.7, 10

Reprinted from the part before: 5 compounds, followed by the next part.
Screens in order: MITF inh, FBW7 act, GPR151 activ, TEAD-YAP inh
> COc1nn(C)cc1C(=O)Nc1cccc(-c2cn3c(n2)SCC3)c1
    0, -0.2, -0.6, -14
> O=C(NCC[C@@H]1C[C@@H]2C=C[C@H]1C2)c1ccc(OC2CCN(C(=O)C3CC3)CC2)cc1
    23, 0.0, 1.1, -8
> C=CCN1C(=O)/C(=C/c2cc(Br)ccc2OCC(=O)O)SC1=S
    9, -0.5, -0.7, 2
> O=C(c1ccc(F)c(F)c1)N1CCc2c([nH]c3ccccc23)C1c1ccc(Cl)cc1 (stereo not given)
    -3, 0.1, -0.4, 5
> Cc1cc(C)n(-c2nc(C)c(C)c(=O)n2CC(=O)NCc2ccccc2Cl)n1
    5, 0.0, -1.7, 10
> CCCCn1c(N)c(C(=O)c2ccccc2)c(=O)n(C)c1=O
    1, 0.1, -0.3, -8
> Cn1c(Nc2ncc(C(=O)NCCc3ccc(O)cc3)s2)nc2ccccc21
    15, -0.1, 2.2, -2
> CN(c1ccc(C(=O)Nc2ccccc2C(=O)NC2CCCCC2)cc1)S(C)(=O)=O
    0, 0.0, 0.2, -2
> O=c1c2cn[nH]c2nc(SCc2ccccc2F)n1-c1ccc(Oc2ccccc2)cc1
    7, 0.0, 0.5, 5
> CC(NS(=O)(=O)c1ccc2c(c1)CCN2C(=O)C1CC1)c1ccccc1 (stereo not given)
    19, 0.3, 0.2, -2
> O=S1(=O)c2cc(Cl)ccc2N=NN1Cc1ccccc1
    -4, 0.0, 3.2, 3
> COc1ccc(CN2CCc3c(nc(N4CCC(C)CC4)[nH]c3=O)C2)c(O)c1
    7, 0.5, -0.1, -14
> N#Cc1cc([N+](=O)[O-])ccc1NC(=O)COC(=O)CCC(=O)c1ccc(F)cc1
    11, 0.0, 0.8, -4
> COc1ccccc1N1CCN(C2CCN(Cc3ccccc3)CC2)CC1
    0, 0.0, 1.0, -17
> Cc1ccc(NC(=O)Nc2nnc(N3CCC(C)CC3)s2)cc1C
    6, -0.4, -0.2, -2
> CC(=O)c1cc2c3c(c1)C1C=CCC1C(c1ccc(Br)cc1)N3CC1CC=CC21 (stereo not given)
    -5, 0.5, 0.2, -9
> Cc1cccc(NC(=O)c2c(N)sc(-c3ccccc3)c2C)c1
    5, -0.2, 2.1, -49
> CCCSCCCn1cnc2c([nH]c3ccc(OC)cc32)c1=O
    -10, 0.0, 0.8, -10
> COc1ccc2c(C)nc(N=C(NC(C)=O)NC(C)=O)nc2c1
    14, 0.1, 0.7, 10
